VEEV TC-83 Vero = inhibitors of VEEV TC-83 cytopathic effect, confirmation, Vero cells (AID 588727). Vero cells, VEEV TC-83 cytopathic effect inhibition; higher % means a stronger effect. 0.13% of 350,000 active. one-dose inhibition, % at 20 µM; IC50 in µM for titrated hits; in the data active = a potency from the dose series; inconclusive = inhibition mostly from about 14% at the one dose, without a potency; inactive = the rest, 99 in 100 with inhibition below about 12%; also: strong numbers were not always called active
M. tuberculosis HTS = M. tuberculosis growth inhibition, HTS (AID 449762). M. tuberculosis H37Rv growth inhibition, 7H9 media; higher % means a stronger effect. inhibition, % at 25 µM, or IC50 in µM where a hit was titrated. 0.59% of 330,000 active; in the data active = a potency from the dose series; inconclusive = inhibition above about 70% without an active follow-up result;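 also: bacterial growth assessed after seven days of incubation; strong numbers were not always called active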
tuberculosis growth = growth inhibition of non-replicating M. tuberculosis (AID 488890). Mycobacterium tuberculosis non-replicating, growth inhibition; higher % means a stronger effect. inhibition, % at 25 µM, or IC50 in µM where a hit was titrated. 0.39% of 320,000 active; in the data active = a potency from the dose series; inconclusive = inhibition mostly from about 82% at the one dose, without a potency; inactive = the rest, 99 in 100 with inhibition below about 76%;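 also: plate controls were DMSO cells for no effect and high antibiotic wells for full effect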
H1N1 NS1A inhibition = H1N1 influenza NS1A inhibitors, functional cell based assay (AID 504329); NS1A functional cell-based assay, percent inhibition; higher % means a stronger effect; 0.3% of 340,000 active; inhibition, % at 12.5 µM, or IC50 in µM where a hit was titrated; in the data active = a potency from the dose series; inconclusive = inhibition above about 27% without an active follow-up result; also: strong numbers were not always called active
PhoP GFP inhibition = PhoP regulon inhibitors, Salmonella typhi PhoP promoter GFP reporter, confirmatory (AID 1850) | Salmonella Typhi PhoP-promoter GFP reporter, fluorescence, 4 h; higher % means a stronger effect | one-dose inhibition, % at 50 µM; IC50 in µM for titrated hits | 0.33% of 310,000 active; in the data active = a potency from the dose series; inconclusive = inhibition mostly from about 25% at the one dose, without a potency; inactive = the rest, 99 in 100 with inhibition below about 19%;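 also: 0% = induced wells with vehicle and 100% = uninduced wells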
VEEV TC-83 Vero 10K pilot screen = recorded beside VEEV TC-83 Vero, whose call it bears; inhibition, %; measured here: 10K pilot screen inhibition
Starred values were filed as active, the others as inactive; i = inactive; ? = inconclusive; / = no result given.

SMILES | VEEV TC-83 Vero | M. tuberculosis HTS | tuberculosis growth | H1N1 NS1A inhibition | PhoP GFP inhibition | others
O=C(NCCCN1CCCC1=O)c1cc(-c2ccc(F)cc2)nc2ccccc12 | 9.5% | 9% | 13% | 3% | /
Cc1cccc(C(=O)c2c(N)sc3c2CCCC3)c1 | 1.2% | -8% | -2% | 21% | -8%
CSc1cnn(Cc2ccccc2)c(=O)c1SCc1ccccc1 | 1.1% | -4% | 79% | -2% | 2%
CC1CN(S(=O)(=O)c2ccc(NC(=O)c3cc(-c4ccccc4O)n[nH]3)cc2)CC(C)O1 (centres undefined) | 0.8% | 4% | -7% | 13% | 7%
Cn1c2c(c(=O)n(C)c1=O)[C@@]1(C(=O)Nc3ccccc31)C(C#N)=C(N)O2 | 0.4% | 3% | -13% | 5% | 1%
COc1ccc(Cl)cc1NC(=O)NCCCl | 0.5% | -9% | -8% | -3% | 12%
CCOc1ccccc1N(CC(=O)N1CCCCCC1)S(=O)(=O)c1ccc(C)cc1 | 0.2% | 3% | 18% | 5% | 1%
COc1ccc(C(=O)Oc2ccc[nH]c2=O)cc1 | i | 7% | -12% | -4% | -2%
CCn1c(SCC(=O)Nc2ccccc2F)nnc1-c1ccoc1C | 0.5% | 7% | -10% | -9% | 4%
COc1ccc(C(=O)OCC(=O)c2ccc[nH]2)c(OC)c1 | 2.9% | 0% | 0% | -3% | /
COCCNC(=O)CN1CCC(NC(=O)c2ccco2)CC1 | 0.5% | -4% | -12% | -5% | 7%
CC1CCN(c2oc(-c3ccccc3F)nc2C#N)CC1 | i | -3% | 13% | 8% | -5%
Cc1ccc(C(=O)c2cc3ccccc3o2)cc1[N+](=O)[O-] | 1.1% | -2% | 6% | -5% | 4%
O=C(O)c1ccc2c(c1)[C@@H]1C=CC[C@@H]1[C@H](c1ccccn1)N2 | i | -7% | -7% | 11% | -9%
CCOc1ccc(-c2csc(Cn3c(CN4CCN(C)CC4)nc4ccccc4c3=O)n2)cc1 | 7.3% | 9% | 65% | 2% | -7%
O=C1C=C(O)c2cccc(O)c2C1=O | i | 4% | 34% | 3% | 9%
COc1ccc2c(c1)C(=O)N1[C@H]3c4cc(OC)ccc4OC[C@@H]3[C@H](c3ccccc3)[C@]1(C)C(=O)N2 | 5.0% | 1% | 27% | 3% | 5%
FC(F)(F)c1cc(-c2cccs2)nc(-n2cc(Cl)cn2)n1 | 3.3% | -8% | 8% | -3% | -6%
Cc1nc2ccc(NC(=S)N3CCC(C)CC3)cc2nc1C | 1.1% | -4% | 40% | -5% | 8%
O=C(NCCCc1ccccc1)C1CCC(CNc2c(N3CCCCC3)c(=O)c2=O)CC1 (centres undefined) | 2.0% | -16% | -13% | 8% | 6%
Cc1ccc(S(=O)(=O)N(C)c2ccc(OC(=O)c3cc(=O)[nH]c4ccccc34)cc2)cc1 | 1.4% | -6% | 13% | -6% | /
CN(C)c1nc(-c2cccs2)cc(C(F)(F)F)c1C#N | i | 4% | 2% | -22% | -8%
CCc1ccc(OC)c(S(=O)(=O)NCc2cccs2)c1 | i | -9% | -5% | -2% | /
CCCCCSc1nnc(-c2cc(Br)ccc2N)c(=O)[nH]1 | 2.7% | -8% | ? | 12% | -3%
Cc1cccc(NC(=O)NC2CC3CCC(C2)N3Cc2ccco2)c1 (centres undefined) | 0.3% | -12% | -7% | 1% | -14%
O=C(N/N=C/c1ccc([N+](=O)[O-])o1)c1cc2ccccc2o1 | 0.9% | ? | 0.46µM* | -7% | -7%
CCN1C[C@@H]2[C@@H]3C(=O)N(Cc4ccccc4)C(=O)[C@@H]3[C@](C)(C1=O)N2C(=O)c1ccc(F)cc1 | 2.3% | / | / | 7% | /
CC(=O)Nc1cccc(C(=O)N/N=C/c2cccnc2)c1 | 1.1% | -6% | 7% | -1% | 17%
O=C(Nc1ccccc1F)Nc1ccccc1F | i | 5% | 43% | 4% | -8% | VEEV TC-83 Vero 10K pilot screen=0.0
O=C(CN1C(=O)c2ccccc2S1(=O)=O)NCc1ccccc1Cl | i | -3% | 4% | 3% | -17%
COc1ccc(C2(CNC(=O)Cc3ccc(OC)c(OC)c3)CCCC2)cc1 | 0.0% | 7% | 33% | -2% | -39%
C=CCOc1ccc2c(c1)C(=NO)c1cc(OCC=C)ccc1-2 | 1.2% | 5.8µM* | 42% | 8% | -2%
Cc1ccc(OCC(=O)N/N=C/C=C/c2ccco2)cc1C | i | -7% | 31% | -3% | -16%
Cc1ccc(S(=O)(=O)NC(CC(C)C)C(=O)NCC(c2ccco2)N2CCCCC2)cc1 (centres undefined) | i | 0% | 34% | -4% | /
CSc1nc2c(c(-c3ccccc3)c1C#N)CCC2 | i | 6% | 28% | -6% | -15%
COc1ccc(Cl)cc1-c1n[nH]c(=S)n1C1CCCCC1 | 3.9% | -9% | -3% | 22% | -1%
CCOC(=O)C1C(=O)NC(C)C1c1ccccc1 (centres undefined) | 0.0% | -3% | -10% | 8% | 1%
Cc1ccc(NC(=O)CSc2nncc3ccccc23)cc1 | 0.6% | -7% | 40% | 4% | -5%
COc1ccc(-c2c(C)oc3c(CN4CCCCC4C)c(O)ccc3c2=O)cc1OC (centres undefined) | 0.6% | -5% | -2% | 0% | -8%
O=C(c1ccccc1Cl)N1CCc2ccccc2C1 | i | 5% | 15% | 24% | -5%
O=C(NNC(=O)c1sccc1-n1cccc1)Nc1ccc(F)cc1 | 1.5% | -1% | 1% | -1% | -2%
O=C(COC(=O)/C=C/c1ccccc1Cl)NCC1CCCO1 (centres undefined) | 1.3% | -3% | 31% | -2% | /
COc1ccc(C(=O)c2cc(OC)c(OC)c(OC)c2)cc1OC | 8.7% | / | / | -14% | /
COc1ccc(N(CC(=O)Nc2cccc(C)c2C)S(=O)(=O)c2c(C)n[nH]c2C)cc1 | 0.1% | 1% | 26% | -7% | 6%
CC(C)(C)NC(=O)CN1CCC(O)(c2ccccc2)CC1 | 0.2% | -2% | -7% | -6% | 3%
CCN(CCCNC(=O)COc1cc(=O)n(CC)c2ccccc12)c1ccccc1 | i | -4% | 42% | 5% | 2% | VEEV TC-83 Vero 10K pilot screen=3.0
CC(=O)Nc1ccc(S(=O)(=O)NCCC(=O)OCc2ccccc2F)cc1 | 0.2% | -3% | 10% | 3% | /
Cc1cccc(NC(=O)COc2ccc3c(c2)CCC3)n1 | 2.0% | / | / | 2% | /
COc1ccc2c(c1)C(=O)CC(c1ccccc1)O2 (centres undefined) | 0.4% | / | / | -25% | /
CC(CNC(=O)C(=O)NC(C)CCc1ccccc1)Cc1ccccc1 (centres undefined) | 1.5% | -3% | 2% | -3% | -4%
CNc1cnn(-c2ccc(C)cc2)c(=O)c1Cl | 1.7% | -2% | -10% | -13% | 4%
Cc1cccc(N(CC(=O)NC(C)(C)C)C(=O)CCC(=O)Nc2ccccn2)c1 | 8.1% | 3% | 30% | -6% | -7%
COc1ccc(C(=O)C2CCCN(Cc3cccn3-c3ccccn3)C2)c(C)c1 (centres undefined) | i | 19% | 60% | -5% | 11%
CCOC(=O)c1cnn(-c2cc(C)cc(C)c2)c1N | 3.0% | -6% | -3% | -4% | 0%
Cc1ccc(-c2ccc(=O)[nH]n2)cc1 | 1.1% | 4% | 19% | -4% | -3%
Nc1ccc(O)c2c1C(=O)c1ccccc1C2=O | 6.3% | 6% | 30% | ? | -6%
COc1ccc(/C(N)=N/OC(=O)CCc2ccccc2)cc1 | 0.6% | -2% | 3% | -15% | 1%
CCOC(=O)c1c(S(=O)(=O)NCC(=O)Nc2ccccc2F)c(C)n(C)c1C | 2.0% | -2% | -15% | 4% | -12%
CCN(CC)c1ccc(/C=N/NC(=O)c2ccoc2C)c(O)c1 | 1.4% | 2% | 64% | 4% | 11%
Cc1ccc(C)c(NC(=O)/C(C#N)=C/c2ccc(Sc3nncn3C)c([N+](=O)[O-])c2)c1 | / | 3% | 27% | / | -13%

Next part
SMILES | VEEV TC-83 Vero | M. tuberculosis HTS | tuberculosis growth | H1N1 NS1A inhibition | PhoP GFP inhibition | others
Cc1ccc2c(c1)N(C(C)C(=O)NCCc1ccccc1)C(=O)CO2 (centres undefined) | i | -17% | -2% | -5% | 4%
O=C(c1cccc(C(F)(F)F)c1)N1CCc2c([nH]c3ccccc23)C1C(F)(F)F (centres undefined) | 3.5% | -7% | -2% | -16% | -6%
Cc1cc(C)nc(N2CCCC(C(=O)NCc3cccs3)C2)n1 (centres undefined) | 0.7% | -1% | 9% | 8% | -7%
Cc1ccc(C(=O)NCC(=O)NCCCc2ccccc2)cc1 | i | 7% | -8% | 9% | -4%
O=C(CN1c2cccc3cccc(c23)S1(=O)=O)NCc1ccc2c(c1)OCO2 | 0.8% | 2% | -12% | -4% | 9%
O=C1NC(=S)S/C1=C\c1coc2ccc(O)cc2c1=O | 1.6% | 2% | -1% | -5% | 0%
CC(=O)Nc1ccc(S(=O)(=O)N(C)CC(=O)Nc2ccccc2N2CCCC2)cc1 | 8.3% | 15% | -3% | -6% | 1%
O=C(COC(=O)CC1CC2CCC1C2)Nc1c(F)cccc1F (centres undefined) | 0.8% | 3% | 40% | 1% | 2%
CC(=O)c1ccc(NC(=S)N2CCN(c3ccccn3)CC2)cc1 | 0.2% | 11% | 10% | -14% | 0%
O=C(COC(=O)COc1ccc(Cl)cc1Br)NC1CCCCCC1 | 0.8% | 1% | 29% | 1% | /
COc1ccc(/C=N/NC(=O)CCc2ccccc2)cc1O | 0.1% | -6% | -10% | 1% | 4% | VEEV TC-83 Vero 10K pilot screen=0.4
N#CCCn1cc(C(=O)CN2C(=O)C(=O)N(C3CCCC3)C2=O)c2ccccc21 | 12% | / | / | -5% | /
CCCCCCN1C=CC=C/C1=C\C=C(C#N)C#N | 0.9% | 5% | 23% | / | -17%
O=[N+]([O-])c1ccc(N/N=C/c2ccccc2)cc1 | 3.6% | ? | -29% | 1% | 2%
COc1ccccc1C(=O)Nc1ccccc1C(=O)NC1CCCCC1 | 8.4% | -14% | 14% | 14% | -5%
Cc1cccc2cc(CN(Cc3ccccc3)C(=S)NCCCN(C)C)c(=O)[nH]c12 | 4.8% | -15% | 39% | 6% | 5%
NS(=O)(=O)c1ccc(CCNC(=O)COC(=O)c2ccc([N+](=O)[O-])o2)cc1 | i | 60% | 41% | -6% | /
COc1cc(C(=O)Nc2ccc(Br)cc2C(=O)c2cc(OC)c(OC)c(OC)c2)cc(OC)c1OC | 0.3% | -7% | -9% | 9% | -7% | VEEV TC-83 Vero 10K pilot screen=8.2
COCCn1c(C)cc(C(=O)COc2ccc(C)nc2[N+](=O)[O-])c1C | 0.3% | -2% | 21% | 15% | -4%
N#Cc1cc2c(=O)n3ccccc3nc2n(-c2ccccc2Cl)c1=O | 4.3% | 2% | -12% | -4% | 4%

Molecules above that have an NH in an aromatic ring (10):
SMILES | VEEV TC-83 Vero | M. tuberculosis HTS | tuberculosis growth | H1N1 NS1A inhibition | PhoP GFP inhibition | others
CC1CN(S(=O)(=O)c2ccc(NC(=O)c3cc(-c4ccccc4O)n[nH]3)cc2)CC(C)O1 (centres undefined) | 0.8% | 4% | -7% | 13% | 7%
COc1ccc(C(=O)Oc2ccc[nH]c2=O)cc1 | i | 7% | -12% | -4% | -2%
COc1ccc(C(=O)OCC(=O)c2ccc[nH]2)c(OC)c1 | 2.9% | 0% | 0% | -3% | /
Cc1ccc(S(=O)(=O)N(C)c2ccc(OC(=O)c3cc(=O)[nH]c4ccccc34)cc2)cc1 | 1.4% | -6% | 13% | -6% | /
CCCCCSc1nnc(-c2cc(Br)ccc2N)c(=O)[nH]1 | 2.7% | -8% | ? | 12% | -3%
COc1ccc(Cl)cc1-c1n[nH]c(=S)n1C1CCCCC1 | 3.9% | -9% | -3% | 22% | -1%
COc1ccc(N(CC(=O)Nc2cccc(C)c2C)S(=O)(=O)c2c(C)n[nH]c2C)cc1 | 0.1% | 1% | 26% | -7% | 6%
Cc1ccc(-c2ccc(=O)[nH]n2)cc1 | 1.1% | 4% | 19% | -4% | -3%
O=C(c1cccc(C(F)(F)F)c1)N1CCc2c([nH]c3ccccc23)C1C(F)(F)F (centres undefined) | 3.5% | -7% | -2% | -16% | -6%
Cc1cccc2cc(CN(Cc3ccccc3)C(=S)NCCCN(C)C)c(=O)[nH]c12 | 4.8% | -15% | 39% | 6% | 5%
